Assay outcomes (PubChem)
TMEM16A act – TMEM16A chloride channel activators or potentiators, primary screen, cell-based, HTS | AID 623877, 2012 | Anoctamin-1 (Mus musculus), Q8BHY3 | HEK293 TMEM16A/YFP-H148Q/I152L, iodide quench fluorescence; hits give low values | B-score at 10 µM | 340,000 compounds, 0.3% hits;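 active = fluorescence-ratio B-score plate-corrected deviation score at least 3 library SD below zero, with starting fluorescence score within 5 deviations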;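 also: channel opened by trigger with iodide after compound preincubation; score built on the fluorescence ratio of max minus min over baseline; more negative score means more quench and so TMEM16A activation or potentiation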
MrgX1 allo act – positive allosteric modulators of MrgX1, primary screen, HEK293 cells, Fluo-4 calcium flux; FDSS; hits give high values; B-score at 10 µM; Mas-related G-protein coupled receptor member X1 (Homo sapiens), Q96LB2; 310,000 compounds, 0.63% hits;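 active = plate-corrected calcium response at least 3 library SD above typical, normal starting fluorescence, not activating the receptor alone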;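 also: compound read alongside a low EC10 to EC30 dose of BAM8-22 agonist; peak minus trough fluorescence over baseline measured at the second addition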
Target sequence (Q96LB2 whole entry, looked up): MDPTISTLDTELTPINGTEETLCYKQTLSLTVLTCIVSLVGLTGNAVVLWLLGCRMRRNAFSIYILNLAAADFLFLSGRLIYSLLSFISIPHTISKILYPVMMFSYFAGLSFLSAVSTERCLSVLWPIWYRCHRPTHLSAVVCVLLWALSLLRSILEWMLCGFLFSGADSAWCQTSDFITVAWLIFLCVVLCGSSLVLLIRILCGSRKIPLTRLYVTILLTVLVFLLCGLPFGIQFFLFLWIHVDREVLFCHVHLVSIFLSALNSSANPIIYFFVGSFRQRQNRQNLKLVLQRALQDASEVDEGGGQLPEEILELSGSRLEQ
TRPC6 inh – mouse TRPC6 channel inhibitors, primary screen, cell-based, HEK293, membrane potential dye. ACh-evoked depolarization; hits give low values. B-score at 10 µM. 310,000 compounds, 1.1% hits. Short transient receptor potential channel 6 (Mus musculus), Q61143;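 active = B-score under library mean minus 3 SD, initial fluorescence not abnormally high, positive integrated signal ratio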;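 also: B-score derived from integrated fluorescence ratio over the kinetic read; more negative B-score means stronger inhibition of depolarization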
MrgX1 antagonist – antagonists of human MrgX1 receptor, primary screen, HEK293 cells, Fluo-4 calcium flux; BAM8-22 antagonism; hits give low values; Mas-related G-protein coupled receptor member X1 (Homo sapiens), Q96LB2; B-score at 10 µM; 310,000 compounds, 1.3% hits;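 active = calcium-response B-score plate-corrected more than 3 library SD below zero, starting fluorescence within 5 deviations, no agonist response on first addition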;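 also: peak minus trough fluorescence over baseline after final BAM8-22 challenge near maximal dose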
SKKanGAS inh – S. pyogenes SKKanGAS growth inhibitors in kanamycin, primary screen, streptokinase expression inhibitor project, SKKanGAS strain, BacTiter-Glo luminescence | 6 h | inhibition, % at 7.5 µM | 300,000 compounds, 1.3% hits;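 active = mean replicate score, as percent of positive control median, at least 50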;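 also: strain carries kanamycin resistance gene driven by streptokinase promoter and grows in 40 µg/ml kanamycin; loss of luminescence reflects streptokinase promoter inhibition or plain growth inhibition; 0% = median of DMSO wells and 100% = positive control at its reference dose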
TRPC4 agonist – activators of mouse TRPC4 channel, primary screen, Fluo4 calcium, HEK293 TRPC4beta/mu-opioid cells. Short transient receptor potential channel 4 (Mus musculus), Q9QUQ5. Fluo4 calcium fluorescence; hits give high values. B-score at 10 µM. 310,000 compounds, 0.49% hits. AID 2237, 2010;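 active = B-score above 5 SD of library B-scores, and initial fluorescence ratio not above library mean plus 5 SD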;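 also: positive B-score marks a calcium rise read as TRPC4 activation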
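Assay system: HEK293 stable line with TRPC4beta plus mu-opioid receptor. Times: dye 45 min RT, read 110 s. Measured by: kinetic Fluo4 calcium fluorescence. Measure: B score of integrated ratio. Controls: assay buffer as low control, maximal DAMGO as high control.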
TRPC4 block – inhibitors of mouse TRPC4 channel, primary screen, Fluo4 calcium, HEK293 TRPC4beta/mu-opioid cells; Short transient receptor potential channel 4 (Mus musculus), Q9QUQ5; DAMGO-evoked Fluo4 calcium flux; hits give low values; B-score at 10 µM; 300,000 compounds, 0.39% hits;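 active = B-score over 3 SD under the library average, no early fluorescence shift, positive overall ratio signal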
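material = TRPC4beta/mu-opioid receptor HEK293 cell line | probe or stimulus = sequential submaximal and maximal DAMGO stimulation | compound dosing = one concentration per compound | measured by = Fluo4 Ca2+ flux fluorescence | evaluation = integrated fluorescence ratio relative to baseline, converted to per-well B score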
TRPC4 potent – positive allosteric modulators of TRPC4, primary screen, cell-based, mouse TRPC4beta, HEK293 mu-opioid, Fluo-4 calcium. Short transient receptor potential channel 4 (Mus musculus), Q9QUQ5. DAMGO EC20, Fluo-4 Ca2+ flux; hits give high values. B-score at 10 µM. 310,000 compounds, 0.42% hits;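 active = B-score of calcium response area above 5 SD of library B-scores, with initial fluorescence ratio within 5 SD of library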;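 also: B-score of integrated fluorescence ratio over time as area under calcium response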
MrgX1 ag – agonists of human MrgX1 receptor, primary screen, HEK293 cells, Fluo-4 calcium flux; Fluo-4 calcium fluorescence, agonist mode; hits give high values; AID 588627, 2011; B-score at 10 µM; 310,000 compounds, 0.44% hits; Mas-related G-protein coupled receptor member X1 (Homo sapiens), Q96LB2;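 active = calcium response B-score plate-corrected fluorescence ratio at least 3 library SD, with starting fluorescence B-score inside 5 SD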
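Material: HEK293 cells stably expressing human MrgX1 receptor | Quantity: 15,000 cells per well | Times: Cells plated overnight, dye loaded 0.5 h 37 °C, 0.5 h room temperature | Measured by: Kinetic Fluo-4 NW fluorescence of intracellular calcium | Control set: Positive and negative controls per plate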
ANO1 block – TMEM16A chloride channel inhibitors, primary screen, cell-based, HTS. Anoctamin-1 (Mus musculus), Q8BHY3. HEK293 TMEM16A/YFP iodide influx fluorescence, ionomycin. normalized B-score (activity score, 25-100; higher = stronger inhibition) at 10 µM. 310,000 compounds, 1.2% hits. AID 588511, 2011;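 active = ratio plate-corrected score three or more library SD toward inhibition, starting fluorescence score within five deviations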;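 also: score derived from kinetic fluorescence span divided by baseline fluorescence per well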
TRPC6 activator – mouse TRPC6 channel activators, primary screen, cell-based, HEK293, membrane potential dye; 310,000 compounds, 0.13% hits; Short transient receptor potential channel 6 (Mus musculus), Q61143; B-score at 10 µM; HEK293-TRPC6 membrane potential dye fluorescence; hits give high values;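 active = B-score of the integrated fluorescence ratio above library mean plus 3 SD, and starting fluorescence ratio within library mean plus 5 SD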;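 also: higher score means more depolarization so channel activation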
An asterisk follows results filed as active; i = inactive; . = no result given.

SMILES | TMEM16A act | MrgX1 allo act | TRPC6 inh | MrgX1 antagonist | SKKanGAS inh | TRPC4 agonist | TRPC4 block | TRPC4 potent | MrgX1 ag | ANO1 block | TRPC6 activator
O=C(CN1C(=O)COc2ccccc21)N(Cc1cccnc1)Cc1cccc(F)c1 | i | i | i | i | -5 | i | i | i | i | i | i
CCOC(=O)C1(C)C=C(Nc2ccccc2)C(=O)N1c1ccccc1 (configuration not stated) | i | i | i | i | 1 | i | i | i | i | i | i
CCCC1N2CC3([N+](=O)[O-])CN1CC([N+](=O)[O-])(C2)C3(C)C (configuration not stated) | i | i | i | i | 4 | i | i | i | i | i | i
O=C(NCCS(=O)(=O)NCc1ccccc1)c1ccc2c(c1)OCO2 | i | i | i | i | 1 | i | i | i | i | i | i
CSc1ccc(CN(C)C(C)C(=O)NCc2ccccc2)cc1 (configuration not stated) | i | i | i | i | -3 | i | i | i | i | i | i
Cc1cccc(N(CC(O)CN2CCCC2)S(=O)(=O)c2ccccc2)c1 (configuration not stated) | i | i | i | i | 1 | i | i | i | i | i | i
COc1ccc(N(CC(=O)NC(C)(C)C)C(=O)c2ccco2)cc1 | i | i | i | i | -7 | i | i | i | i | i | i
COc1ccc(S(=O)(=O)N2CCCC2CNC(=O)C(=O)NC2CCCCCC2)cc1 (configuration not stated) | i | i | i | i | -1 | i | i | i | i | i | i
CCN(CC)S(=O)(=O)c1ccc2c(c1)nc(CCC(=O)O)n2CC | i | i | i | i | 6 | i | i | i | i | i | i
CCOC(=O)c1ccc(NC(=O)NC2CC3CCC(C2)N3C(=S)NC)cc1 (configuration not stated) | i | i | i | i | -4 | i | i | i | i | i | i
CCCOc1ccc(Cc2nn[nH]n2)cc1 | i | i | i | i | -3 | i | i | i | i | i | i
COCCn1c(Cc2cccn2C)nnc1SCC(=O)NCc1ccc2c(c1)OCO2 | i | i | i | i | -6 | i | i | i | i | i | i
O=C(Nc1ccc(S(=O)(=O)Nc2ncccn2)cc1)C12CC3CC(CC(C3)C1)C2 | i | i | i | i | 7 | i | i | i | i | i | i
COC(=O)c1cc(Cl)c(NC(=O)c2ccco2)cc1OC | i | i | i | i | -16 | i | i | i | i | i | i
CNc1nc(=S)[nH]c2ccccc12 | i | i | i | i | -2 | i | i | i | i | i | i
Cc1ccccc1Nc1cc(C(=O)NCc2ccco2)c2ccccc2n1 | i | i | i | i | 2 | i | i | i | i | i | i
C=CCn1c(SCC(=O)c2ccc(O)c(O)c2)nnc1-c1cccnc1 | i | i | i | i | 1 | i | i | i | i | i | i
CCCCSc1nnc(-c2ccc(C)cc2)c2ccccc12 | i | i | i | i | 39 | i | i | i | i | i | i
C[C@H]1CN=C(N(C)C)N1CC1CCCCC1 | i | i | . | i | . | . | . | . | i | i | .
COc1ccc(NS(=O)(=O)c2ccc(O)c(C(=O)OCC(=O)NC3CCCCC3)c2)cc1 | i | i | i | i | 1 | i | i | i | i | i | i
NS(=O)(=O)c1ccc(CNS(=O)(=O)c2cccc3nonc23)cc1 | i | i | i | i | -6 | i | i | i | i | i | i
C=CCNC(=S)NNC(=O)c1csc(C)c1CC | i | i | i | i | -3 | i | i | i | i | i | i
Cc1ccc(NC(=O)CSc2nnc(C)c(=O)[nH]2)cc1C | i | i | i | i | 4 | i | i | i | i | i | i
O=C(NN=C1CCCCCC1)NC1CCCCC1 | i | i | i | i | -8 | i | i | i | i | i | i
Cc1cc(OCCCCCNCCO)ccc1Cl | i | i | i | i | -2 | i | i | i | i | i | i
COc1ccccc1NC(=O)CCN1C(=O)/C(=C/c2cc(OC)c(OC)c(OC)c2)SC1=S | i | i | i | i | 0 | i | i | i | i | i | i
Cc1cc(S(=O)(=O)Nc2ccc(C(=O)NCc3ccncc3)cc2)ccc1F | i | i | i | i | -7 | i | i | i | i | i | i
CC(C)(C)C(=O)O/N=C(\N)c1ccc([N+](=O)[O-])s1 | i | i | i | i | -10 | i | i | i | i | i | i
O=C(O)CCCC(=O)Nc1ccc(Oc2cccc(C(F)(F)F)c2)nc1 | i | i | i | i | -3 | i | i | i | i | i | i
Cc1nc(C)c(/C(O)=C\c2nc3ccc([N+](=O)[O-])cc3oc2=O)o1 | i | i | i | i | -2 | i | i | i | i | i | i
CCOc1ccccc1NC(=O)CSc1nccn1-c1ccccc1 | i | i | i | i | 12 | i | i | i | i | i | i
CCn1c(/N=C/c2ccccc2O)nc2ccccc21 | i | i | i | i | -6 | i | i | i | i | i | i
Cc1ccc(CNC(=O)c2ccc3c(=O)c(O)c(-c4ccc(C)cc4)[nH]c3c2)cc1 | i | i | i | i | 10 | i | i | i | i | i | i
NC(=O)C1CCCN(C(=O)c2ccc(Cl)cc2)C1 (configuration not stated) | i | i | i | i | -3 | i | i | i | i | i | i
Cc1ccccc1NC(=O)C1CCCN1/C=C/C(=O)C(F)(F)F (configuration not stated) | i | i | i | i | 2 | i | i | i | i | i | i
O=C(Nc1ccc(Cl)cn1)c1ccc(Oc2ccccc2)cc1 | i | i | i | i | 4 | i | i | i | i | i | i
Cc1noc(/C=C/c2ccco2)c1S(=O)(=O)N1CCC(C(=O)NC(C)c2ccccc2)CC1 (configuration not stated) | i | i | i | i | 6 | i | i | i | i | i | i
O=c1[nH]c(-c2ccccc2)nc2sc(-c3ccccc3)cc12 | i | i | i | i | 1 | i | i | i | i | i | i
O=C(CSc1ccc(-c2ccccn2)nn1)N1CCc2ccccc21 | i | i | i | i | 0 | i | i | i | i | i | i
Cc1ccc(C2(C(F)(F)F)N=C3Sc4cc(C)ccc4N3C(=O)N2)cc1 (configuration not stated) | . | i | i | i | -2 | i | i | i | i | i | i
Cc1cc(N2CCCC2=O)cc(C)c1S(=O)(=O)NCCOc1ccc(C(C)(C)C)cc1 | i | i | i | i | 1 | i | i | i | i | 25* | i
Nn1c(Cc2cccc3ccccc23)nnc1SC1CCOC1=O (configuration not stated) | i | i | i | i | 0 | i | i | i | i | i | i
COCCCNC(=O)C1CCCN(S(C)(=O)=O)C1 (configuration not stated) | i | i | i | i | 0 | i | i | i | i | i | i
COc1cccc(-c2c(C#N)c(N)nc3c2c(C)nn3-c2ccccc2)c1O | i | i | i | i | 15 | i | i | 15* | i | 100* | i
Cn1c(-c2cccc([N+](=O)[O-])c2)cnc1NCc1cccc([N+](=O)[O-])c1 | i | i | i | i | -6 | i | i | i | i | i | i
CCOC(=O)c1ccc(NC(=O)CSc2nnc(CNC(=O)c3ccco3)o2)cc1 | i | i | i | i | -9 | i | i | i | i | i | i
Cc1ccc(-n2nc3c(=O)n(CCCC(=O)N4CCC(C)CC4)nc(C)c3c2C)cc1 | i | i | i | i | 0 | i | i | i | i | i | i
O=C(Nc1ccccc1C(F)(F)F)c1cc(-c2ccc(O)cc2)on1 | i | i | i | i | 7 | i | i | i | i | i | i
CCOc1cc(C(=O)N2CCC(CC3CC(c4ccccc4)=NO3)(C(=O)NCc3ccc(OC)cc3)CC2)cc(OCC)c1OCC (configuration not stated) | i | i | i | i | 27 | i | i | i | i | i | i
O=C1CN(S(=O)(=O)c2cccc(Cl)c2Cl)c2ccccc2N1 | i | i | i | i | 3 | i | i | i | i | i | i

The list goes on:
SMILES | TMEM16A act | MrgX1 allo act | TRPC6 inh | MrgX1 antagonist | SKKanGAS inh | TRPC4 agonist | TRPC4 block | TRPC4 potent | MrgX1 ag | ANO1 block | TRPC6 activator
Cc1ccc(SC(CC(=O)c2ccc(C(C)(C)C)cc2)C(=O)O)cc1 (configuration not stated) | i | i | i | i | 9 | i | i | i | i | i | i
CCOC(=O)c1cccc(Nc2nc(C)cc(C)n2)c1 | i | i | . | i | . | . | . | . | i | i | .
Cc1cccc(CC(=O)NCCN2CCCCC2)c1 | i | i | i | i | 0 | i | i | i | i | i | i
CCCC(=O)Nc1sc(C)c(-c2ccc(C(C)CC)cc2)c1C#N (configuration not stated) | i | i | i | i | 2 | i | i | i | i | i | i
COc1ccc(-n2c(=O)c3c4c(sc3n3c(=S)[nH]nc23)CCCC4)cc1 | i | i | i | i | 18 | i | i | i | i | i | i
Cc1ccc(S(=O)(=O)Nc2ccccc2F)cc1C(=O)NNC(=O)c1ccccc1O | i | i | i | i | 7 | i | i | i | i | i | i
O=C(NCc1ccccn1)c1cnc2sccn2c1=O | i | i | i | i | 27 | i | i | i | i | i | i
CCOc1ccc(NC(=O)CSc2ccc3nnc(-c4cccnc4)n3n2)cc1 | i | i | i | i | 1 | i | i | i | i | i | i
Clc1ccc(OCCSCc2nc3ccccc3[nH]2)cc1 | i | i | i | i | 0 | i | i | i | i | 100* | i
COc1ccc(C(=O)N(C)C2CCCCC2)cc1OC1CCN(C(C)C)CC1 | i | i | i | i | 2 | i | i | i | i | i | i
OC(COc1ccc(Br)cc1)Cn1ccnc1 (configuration not stated) | i | i | i | i | 0 | i | i | i | i | i | i
Cc1cc(Cl)c2oc(C(=O)N(C)C(C)c3ccccn3)c(C)c2c1 (configuration not stated) | i | i | i | i | 8 | i | i | i | i | i | i
Cc1cc(OCC(=O)NCCCN(C)C)cc(C)c1Br | i | i | i | i | -4 | i | i | i | i | i | i
